# FH mod = Identification of activators of human fumarate hydratase by quantitative high-throughput screening | Fumarate hydratase, mitochondrial (Homo sapiens), P07954 | FH coupled MDH/diaphorase resazurin fluorescence, 15 min | Potency, µM (top dose mostly 79.9 µM), for the others: top-dose activity change, negative = inhibition, usual class: inhibitors | 54,000 tested, 0.22% active; also: potency is read from the fitted curve at half-maximal effect; % is scaled to controls: 0 for no effect and ±100 for the full control effect; the screen sought activators but most active calls are inhibition curves; nearly all actives have a fitted effect of over 45% in size
# Target sequence (P07954 whole entry, looked up): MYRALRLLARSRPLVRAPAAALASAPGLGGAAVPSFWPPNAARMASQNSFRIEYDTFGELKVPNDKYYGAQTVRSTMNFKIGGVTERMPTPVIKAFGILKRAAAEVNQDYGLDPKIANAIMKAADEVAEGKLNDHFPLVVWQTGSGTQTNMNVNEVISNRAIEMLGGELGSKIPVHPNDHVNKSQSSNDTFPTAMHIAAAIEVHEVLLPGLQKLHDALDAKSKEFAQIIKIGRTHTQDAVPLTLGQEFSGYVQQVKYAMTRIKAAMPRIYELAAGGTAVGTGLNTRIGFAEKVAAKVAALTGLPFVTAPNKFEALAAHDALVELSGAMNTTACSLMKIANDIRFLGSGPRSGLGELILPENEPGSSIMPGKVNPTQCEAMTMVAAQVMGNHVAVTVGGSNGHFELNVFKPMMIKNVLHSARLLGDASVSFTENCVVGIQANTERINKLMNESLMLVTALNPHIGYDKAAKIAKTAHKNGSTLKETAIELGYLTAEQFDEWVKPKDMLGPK
# PTAP-TSG101 blk = inhibitors of HIV-1 PTAP binding to human TSG101, validation | Fluorescence polarization, FITC-PTAP peptide/Tsg101, 20 min | Potency, µM (series often up to 115 µM), inactives show at the top dose activity change, negative = inhibition, actives largely listed as inhibitors | 44,000 tested, under 10 active | Q99816; also: potency is read from the fitted curve at half-maximal effect; 0% is about no effect
#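 Compounds pinned into 10 uM Tsg101 binding domain, then 50 nM FITC-PTAP peptide added in pH 7.5 HEPES buffer; FP read after 20 min, room temperature. Total S+P intensity flags fluorescent compounds; active cut-off <25 µM, efficacy <60%.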
# GALK inh = inhibits human galactokinase; recombinant GALK, Kinase-Glo ATP luminescence, 1 h; Potency, µM (doses to about 57.5 µM), for the others: at the top dose activity, negative = inhibition, actives largely listed as inhibitors; 44,000 tested, under 10 active; AID 1347072;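 also: plate controls were full GALK reaction for no effect and reaction lacking GALK for full effect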
# Target sequence (P51570 whole entry, looked up): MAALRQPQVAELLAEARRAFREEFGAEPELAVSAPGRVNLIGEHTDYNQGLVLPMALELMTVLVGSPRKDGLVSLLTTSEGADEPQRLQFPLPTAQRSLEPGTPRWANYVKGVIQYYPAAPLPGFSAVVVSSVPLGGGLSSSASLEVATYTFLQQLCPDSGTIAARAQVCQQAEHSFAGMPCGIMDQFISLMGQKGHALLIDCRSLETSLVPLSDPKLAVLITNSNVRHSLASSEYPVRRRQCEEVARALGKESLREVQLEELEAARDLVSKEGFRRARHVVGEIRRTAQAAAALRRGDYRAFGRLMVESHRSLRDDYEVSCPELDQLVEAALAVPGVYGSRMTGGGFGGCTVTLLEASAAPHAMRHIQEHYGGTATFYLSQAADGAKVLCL
#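 5 nM GALK; 35 uM ATP; 100 uM D-galactose; 20 mM HEPES pH 8.0, 5 mM MgCl2, 60 mM NaCl, 1 mM DTT, 0.01% BSA; 1 h RT; Kinase-Glo Plus luminescence.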
# B2AR arrestin ag = ADRB2 beta-arrestin recruitment. P07550. HTLA Tango cells, beta-arrestin recruitment, luciferase luminescence, 18 h. Potency, µM (series often up to 46.1 µM), inactives show at the highest dose activation, usual class: activators. 44,000 tested, under 10 active. AID 1347077;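 also: potency is read from the fitted curve at half-maximal effect; 0% = DMSO and full agonism = EC100 isoproterenol or metaproterenol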
#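 Tango cell line, 1% FBS DMEM; cpd titration up to 46 microM; 18 hr, 37 degrees C, 5% CO2. Luciferin/ATP substrate mix added, 15 min RT, luminescence. %Activity, CRC fitting, curve-class categorization.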
# p53null 39C kill = selectivity test: cytotoxicity in p53 null cells, nonpermissive temperature | 55,000 tested, 0.97% active | H1299 p53-null (neo) cells, 39C, ATPlite viability, 24 h | Potency, µM (titrated, usually from 46.1 µM), for the others: at the highest dose activity, negative = cell killing, hits mostly cytotoxic;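 also: potency is read from the fitted curve at half-maximal effect; 0% = DMSO only and -100% = full killing by 100 µM tamoxifen; nearly all actives have a fitted effect of over 50% in size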
#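 Following overnight plating at 37C (600 cells/well), H1299-neo or H1299-p53A138V cells are dosed up to 46 uM. Incubation lasts 24 hr at 39C before ATP detection.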
# NTMT1 inh = NTMT1 methyltransferase inhibition; Q9BV86; NTMT1 MTase-Glo SAH luminescence, purified enzyme; Potency, µM (top dose mostly 114 µM), without a hit: top-dose activity change, negative = inhibition, actives largely listed as inhibitors; 59,000 tested, 2.5% active; AID 1645870;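 also: potency is read from the fitted curve at half-maximal effect; plate controls were DMSO vehicle for no effect and no enzyme for full effect; nearly all actives have a fitted effect of over 65% in size; many of its hits are not listed in these tables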
# p53null 32C kill = p53 null cell cytotoxicity, permissive temperature. AID 903. 55,000 tested, 0.62% active. Potency, µM (doses to about 46.1 µM), without a hit: at the top dose activity change, negative = cytotoxicity, actives largely listed as cytotoxic. H1299-neo p53 null cells, ATP luminescence, 24 h, 32C;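 also: potency is read from the fitted curve at half-maximal effect; 0% = DMSO only and -100% = full killing by 100 µM tamoxifen; nearly all actives have a fitted effect of over 55% in size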
#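 AC50 values derive from Hill modelling of qHTS concentration-response data (up to 46 uM) in H1299-neo cells. Cells were treated 24 h at 32C following overnight attachment at 37C; viability was read as cellular ATP.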
# Numbers without * were called inactive; ? = inconclusive. Calls follow the shape of the dose curve; as a rule, active = well fitted curve in the direction sought with a large enough effect; inconclusive = small, poorly fitted or top-dose-only effect, or another doubt; inactive = no such curve, though single readings can be large; an effect the other way counts as inactive or inconclusive. Only part of the results is shown (hit frequency here may not be typical).
# The line under a structure holds: FH mod, PTAP-TSG101 blk, GALK inh, B2AR arrestin ag, p53null 39C kill, NTMT1 inh, p53null 32C kill
CCOc1ccc(C(c2c(O)cc(C)n(CCOC)c2=O)N2CCN(c3ccccc3F)CC2)cc1 (stereo unspecified)
→ -13.5%, -3.0%, 0.7%, -0.6%, -2.2%, -28.1%, -3.6%
O=C(C1CCC(Cn2c(=O)c3sccc3n(Cc3ccccc3F)c2=O)CC1)N1CCCCC1 (stereo unspecified)
→ ?, -6.4%, -0.2%, 1.7%, ?, -1.3%, -8.7%
CCOC(=O)c1cccc(NC(=O)C2CCN(S(=O)(=O)c3c(C)noc3/C=C/c3ccc(C)cc3)CC2)c1
→ -17.2%, -2.9%, -3.5%, -0.2%, 2.2%, 6.3%, 17.4%
Cc1ccc(-n2ncc3c(=O)n(Cc4cccc(C(F)(F)F)c4)cnc32)cc1C
→ 1.1%, -1.8%, -0.8%, -4.0%, -26.8%, 18.3%, -6.9%
Cc1ccc2oc(=O)c3cnn(CC(=O)N(C)c4ccc(F)cc4)c3c2c1
→ 10.8%, 0.4%, -10.3%, -1.7%, 8.9%, -2.8%, -7.8%
CCCN(CCC)C(=O)Cn1c(=O)n(-c2ccc(Cl)c(Cl)c2)c(=O)c2c(C)c(C(=O)N(C)C)sc21
→ -1.1%, -5.7%, 0.5%, -0.8%, -0.8%, 10.3%, 0.6%
COc1cccc(C(=O)Nc2cccc(NC(=O)c3ccc(Cl)cc3Cl)c2)c1
→ -15.5%, 0.0%, -16.7%, 0.5%, ?, 0.9%, 6.8%
Cc1cc(C)c2c(CC(=O)N(Cc3ccc(Cl)cc3)Cc3ccco3)coc2c1
→ -29.4%, -0.1%, 3.9%, -1.1%, ?, -2.8%, 5.7%
COc1ccc(Cl)cc1NC(=O)Cn1c(=O)n(-c2ccc(C)cc2)c(=O)c2ccc(C(=O)NCc3ccccc3Cl)cc21
→ 6.9%, 0.4%, -2.2%, 0.7%, ?, -6.3%, 1.0%
Cc1ccc(-c2nnn(CC(=O)N(CC(=O)NCCC(C)C)c3ccc(F)cc3)n2)cc1
→ 10.5%, 0.8%, 5.0%, -1.0%, -7.2%, 0.8%, -1.4%

# Reprinted from the listing, 10 compounds:
# The line under a structure holds: FH mod, PTAP-TSG101 blk, GALK inh, B2AR arrestin ag, p53null 39C kill, NTMT1 inh, p53null 32C kill
CCOc1ccc(C(c2c(O)cc(C)n(CCOC)c2=O)N2CCN(c3ccccc3F)CC2)cc1 (stereo unspecified)
→ -13.5%, -3.0%, 0.7%, -0.6%, -2.2%, -28.1%, -3.6%
O=C(C1CCC(Cn2c(=O)c3sccc3n(Cc3ccccc3F)c2=O)CC1)N1CCCCC1 (stereo unspecified)
→ ?, -6.4%, -0.2%, 1.7%, ?, -1.3%, -8.7%
CCOC(=O)c1cccc(NC(=O)C2CCN(S(=O)(=O)c3c(C)noc3/C=C/c3ccc(C)cc3)CC2)c1
→ -17.2%, -2.9%, -3.5%, -0.2%, 2.2%, 6.3%, 17.4%
Cc1ccc(-n2ncc3c(=O)n(Cc4cccc(C(F)(F)F)c4)cnc32)cc1C
→ 1.1%, -1.8%, -0.8%, -4.0%, -26.8%, 18.3%, -6.9%
Cc1ccc2oc(=O)c3cnn(CC(=O)N(C)c4ccc(F)cc4)c3c2c1
→ 10.8%, 0.4%, -10.3%, -1.7%, 8.9%, -2.8%, -7.8%
CCCN(CCC)C(=O)Cn1c(=O)n(-c2ccc(Cl)c(Cl)c2)c(=O)c2c(C)c(C(=O)N(C)C)sc21
→ -1.1%, -5.7%, 0.5%, -0.8%, -0.8%, 10.3%, 0.6%
COc1cccc(C(=O)Nc2cccc(NC(=O)c3ccc(Cl)cc3Cl)c2)c1
→ -15.5%, 0.0%, -16.7%, 0.5%, ?, 0.9%, 6.8%
Cc1cc(C)c2c(CC(=O)N(Cc3ccc(Cl)cc3)Cc3ccco3)coc2c1
→ -29.4%, -0.1%, 3.9%, -1.1%, ?, -2.8%, 5.7%
COc1ccc(Cl)cc1NC(=O)Cn1c(=O)n(-c2ccc(C)cc2)c(=O)c2ccc(C(=O)NCc3ccccc3Cl)cc21
→ 6.9%, 0.4%, -2.2%, 0.7%, ?, -6.3%, 1.0%
Cc1ccc(-c2nnn(CC(=O)N(CC(=O)NCCC(C)C)c3ccc(F)cc3)n2)cc1
→ 10.5%, 0.8%, 5.0%, -1.0%, -7.2%, 0.8%, -1.4%

# The listing picks up, starting 2 compounds before the break.
# The line under a structure holds: FH mod, PTAP-TSG101 blk, GALK inh, B2AR arrestin ag, p53null 39C kill, NTMT1 inh, p53null 32C kill
COc1ccc(Cl)cc1NC(=O)Cn1c(=O)n(-c2ccc(C)cc2)c(=O)c2ccc(C(=O)NCc3ccccc3Cl)cc21
→ 6.9%, 0.4%, -2.2%, 0.7%, ?, -6.3%, 1.0%
Cc1ccc(-c2nnn(CC(=O)N(CC(=O)NCCC(C)C)c3ccc(F)cc3)n2)cc1
→ 10.5%, 0.8%, 5.0%, -1.0%, -7.2%, 0.8%, -1.4%
CC(C)c1nnc(NC(=O)c2nc(S(=O)(=O)Cc3ccccc3)ncc2Cl)s1
→ -1.8%, -3.7%, 0.0%, -1.6%, ?, -0.1%, ?
Cc1ccc(NC(=O)C(=O)NCC(c2cccnc2)N2CCN(Cc3ccccc3)CC2)cc1C (stereo unspecified)
→ -25.6%, 0.0%, ?, 0.2%, -17.8%, -10.2%, 0.1%
COc1ccc(N(CC(=O)N2CCN(c3ccc(F)cc3)CC2)S(=O)(=O)c2c(C)n[nH]c2C)cc1
→ -26.0%, -1.0%, 7.8%, -1.9%, 9.7%, -3.7%, -3.6%
O=C(Cn1c(-c2cccs2)cc2cc(F)ccc21)NCCCN1CCN(c2ccc(F)cc2)CC1
→ -3.7%, -3.0%, -7.3%, -0.9%, 2.5%, -2.8%, -3.9%
Cc1ccc(C)c(NC(=O)CCc2c(C)n(C)c3cc(-c4ccccc4C)nn3c2=O)c1
→ 6.5%, 0.5%, 0.5%, -1.0%, 10.2%, 8.5%, -0.2%
Cc1ccccc1-c1noc(-c2cccnc2N(C)Cc2ccc(Cl)cc2)n1
→ -10.1%, 0.9%, -0.5%, -2.5%, -7.6%, 14.1%, -11.1%
COc1cc(CNCCSc2nnnn2C)ccc1OCc1ccc(F)cc1
→ -5.2%, 2.5%, 9.6%, 0.0%, -18.9%, -25.6%, ?
COc1cccc(NC(=O)C(=O)NCCc2csc(-c3ccc(C(F)(F)F)cc3)n2)c1
→ 3.3%, 2.8%, -10.1%, 5.8%, 1.4%, 0.0%, -11.0%
O=C(NCCCN1CCOCC1)c1ccc2c(c1)N(Cc1ccccc1)C(=O)c1ccccc1S2
→ -6.3%, -2.9%, 2.3%, -1.2%, 6.5%, -4.4%, 1.6%
CC1=C(C(=O)N2CCCCC2)C(c2ccc(Cl)cc2)n2c(nc3ccccc32)N1 (stereo unspecified)
→ -7.0%, -6.8%, 4.8%, 0.0%, -4.8%, 13.9%, 9.6%
COc1ccccc1Cn1cc(C(=O)c2ccc(C)cc2)c(=O)c2cc(F)cc(F)c21
→ 4.6%, 0.0%, 0.0%, 0.4%, 12.8%, 13.5%, 3.3%
CCc1c(C)sc2c1CCN(Cc1ccccc1F)C2c1ccccc1 (stereo unspecified)
→ 9.0%, 2.6%, 0.2%, 0.4%, 23.3%, ?, 25.2%
COc1cc(NC(=O)CC(C)S(=O)(=O)c2cc3c4c(c2)CCN4C(=O)CC3)cc(OC)c1 (stereo unspecified)
→ -0.5%, -13.2%, 2.6%, -1.0%, -4.7%, -5.6%, 3.4%
Cc1ccc(-c2cc(N)n3nc(-c4ccc(C)cc4)cc3n2)cc1
→ 0.6%, -3.7%, 0.6%, 0.0%, -1.2%, 15.5%, ?
CCOC(=O)c1ccccc1NC(=O)c1c(C)oc2ncnc(N3CCOCC3)c12
→ 4.9%, 0.0%, 2.1%, -0.7%, -7.3%, ?, 23.7%
Cc1c(C(=O)N2CCC(C)CC2)c(S(=O)(=O)N2CCN(c3ccc(Cl)cc3)CC2)c(C)n1C
→ -4.5%, -10.3%, 3.7%, 0.1%, 7.6%, -3.3%, 2.2%
CCn1c(CNC(=O)c2ccc(OC)cc2)nnc1SCC(=O)Nc1cc(C)ccc1C
→ -8.4%, -8.4%, 0.4%, 0.9%, -1.4%, ?, 3.2%
CCN1CCN(C(c2ccc(SC)cc2)c2c(O)cc(C)n(CCOC)c2=O)CC1 (stereo unspecified)
→ -16.6%, 3.1%, -1.5%, 0.5%, 28.6%, -24.8%, -1.3%
Cc1cc(C)cc(NC(=O)CSc2oc(-c3ccccc3)nc2S(=O)(=O)c2ccc(Cl)cc2)c1
→ -3.6%, 0.6%, -2.2%, 0.2%, -2.7%, -2.3%, 2.1%
CCCS(=O)(=O)Nc1cc(-c2cn3ccc(C)cc3n2)ccc1C
→ -7.2%, -4.8%, -1.8%, 0.5%, ?, -20.3%, ?
